CHT inh = inhibitors of human choline transporter CHT; Q9GZV3; CHT-expressing cells, membrane potential dye, choline response; active compounds read low; B-score at 10 µM; 0.86% of 310,000 active;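 active = B-score over 3 SD under the library average, and starting fluorescence ratio not unusually high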;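 also: choline stimulus applied at its EC90 after an EC20 pre-addition; B-score computed on integrated fluorescence ratio after choline addition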
CHT PAM = human CHT allosteric activation | Q9GZV3 | CHT-expressing cells, membrane potential dye, choline EC20; active compounds read high; LV-AA mutant CHT in HEK293 cells | B-score at 10 µM | 0.49% of 310,000 active;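 active = initial fluorescence not abnormally high and integrated response B-score, plate-corrected, over 3 SD above library mean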
Calls only; i = inactive.

Values in the order: CHT inh, CHT PAM
CCN1CCN(c2cc(=O)n(-c3cc(Cl)ccc3C)c(=O)[nH]2)CC1
    i, i
COc1ccc2nc(C)c3c(c2c1)OC(C(C)(Cl)Br)C3 (centres undefined)
    i, i
CS(=O)(=O)c1nc(-c2cccs2)cc(C(F)(F)F)n1
    i, i
ClCc1csc(-c2ccccc2Cl)n1
    i, i
CCn1nccc1C(=O)Nc1ccc(S(=O)(=O)NC23CC4CC(CC(C4)C2)C3)cc1
    i, i
Cc1ccccc1OCCCCCCN1CCNCC1
    i, i
Cc1ncc([N+](=O)[O-])n1CC(=O)NC1CCCC1
    i, i
c1ccc(C2Nc3ccccc3-c3nc4ccccc4n32)nc1 (centres undefined)
    i, i
CC(OC(=O)c1ccc2ncsc2c1)C(=O)N1CCCC1 (centres undefined)
    i, i
COc1ccc2nc(NCc3ccccc3)[nH]c2c1
    i, i

Five entries drawn at random from the list so far, as already listed:
Values in the order: CHT inh, CHT PAM
CC(OC(=O)c1ccc2ncsc2c1)C(=O)N1CCCC1 (centres undefined)
    i, i
c1ccc(C2Nc3ccccc3-c3nc4ccccc4n32)nc1 (centres undefined)
    i, i
Cc1ccccc1OCCCCCCN1CCNCC1
    i, i
COc1ccc2nc(NCc3ccccc3)[nH]c2c1
    i, i
Cc1ncc([N+](=O)[O-])n1CC(=O)NC1CCCC1
    i, i
